Screens: PubChem BioAssay, several laboratories
Yfh1-off respiration: enhancers of respiration in Yfh1-depleted yeast, dose response, Friedreich's ataxia, plus single-dose screen (AID 1465); S. cerevisiae Yfh1-off respiration, WST-1 reduction, 72 h; higher fold induction means a stronger effect; one-dose fold induction at 50 µM; EC50 in µM for titrated hits; actives 0.074% (n = 220,000);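 active = fold induction of absorbance versus untreated yeast above a set limit, then at least 30% activation at any dose in follow-up; inconclusive = repeats straddling the limit, or above it without dose testing; inactive = fold induction below the set limit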;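 also: activators that raise dye reduction in frataxin-depleted yeast; strong numbers were not always called active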
GPR55 activation: GPR55 agonists via beta-arrestin recruitment, primary screen, imaging, U2OS cells, beta-arrestin-GFP redistribution (AID 1961); one-dose activation, % at 10 µM; EC50 in µM for titrated hits; actives 0.048% (n = 290,000); G-protein coupled receptor 55 (Homo sapiens); U2OS GPR55 beta-arrestin-GFP redistribution imaging; higher % means a stronger effect;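 active = activation above 40% with more than 50 cells counted in the well; inconclusive = wells holding fewer than 50 cells, flagged as toxic or sparse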;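 also: U2OS osteosarcoma cells stably expressing GPR55 and beta-arrestin-GFP; plate controls were DMSO negative control for no effect and LPI positive control for full effect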
AID2073: inhibitors of Mint1-CaV2.2 protein interaction, biochemical, HTRF (AID 2073) | inhibition, % at 20 µM, or IC50 in µM where a hit was titrated | actives 0.19% (n = 290,000) | Voltage-dependent N-type calcium channel subunit alpha-1B (Homo sapiens) | HTRF protein-protein interaction, Mint1-CaV2.2; higher % means a stronger effect; in the data active = inhibition mostly above about 51%, no sharp cut-off; inconclusive = no clear call, values can overlap the other calls; inactive = mostly below about 53%; also: some results filed as inactive read as strong as hits
GPR55 antagonists: GPR55 antagonists blocking LPI-driven arrestin recruitment, primary screen, imaging, U2OS, beta-arrestin-GFP, LPI agonist (AID 2013); one-dose inhibition, % at 10 µM; IC50 in µM for titrated hits; actives 0.13% (n = 290,000); G-protein coupled receptor 55 (Homo sapiens); U2OS GPR55 beta-arrestin-GFP translocation imaging, LPI antagonism; higher % means a stronger effect;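 active = spots per cell inhibited over 60%, with over 100 cells counted and total cytoplasm intensity under 500,000; inconclusive = wells with under 100 cells, flagged as likely toxic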;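 also: U2OS cells stably carrying GPR55 and arrestin-GFP stimulated by 5 µM LPI near EC80; imaged beta-arrestin-GFP aggregate spots per cell after agonist stimulation; plate controls were LPI-stimulated DMSO wells for no effect and DMSO wells without LPI for full effect; some results filed as inactive read as strong as hits; confirmed hits need IC50 under 10 µM and bright autofluorescent wells are also inconclusive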
SV40 large T antigen: SV40 large T antigen inhibitors, biochemical (AID 1903). inhibition, % at 20 µM; hits with a dose series show IC50 in µM. SV40 large T antigen ATPase/helicase inhibition assay; higher % means a stronger effect. actives 0.39% (n = 310,000); in the data active = a potency from the dose series; inconclusive = inhibition mostly from about 32% at the one dose, without a potency; inactive = the rest, 99 in 100 with inhibition below about 32%; also: strong numbers were not always called active
NTR1 ag: agonists of NTR1, primary screen, imaging, U2OS cells, beta-arrestin-GFP, high content (AID 493036); NTR1-U2OS beta-arrestin-GFP spot imaging, agonist mode; Neurotensin receptor type 1 (Homo sapiens), P30989; activation, % at 20 µM; actives 0.17% (n = 330,000);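 active = activation at or above 40% of the spot to cytoplasm intensity ratio, with at least 20 cells analyzed; inconclusive = wells under 20 cells, flagged as cytotoxic or low count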;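 also: 0% = DMSO without peptide and 100% = 100 nM NTR1 peptide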
Target sequence (P30989 whole entry, looked up): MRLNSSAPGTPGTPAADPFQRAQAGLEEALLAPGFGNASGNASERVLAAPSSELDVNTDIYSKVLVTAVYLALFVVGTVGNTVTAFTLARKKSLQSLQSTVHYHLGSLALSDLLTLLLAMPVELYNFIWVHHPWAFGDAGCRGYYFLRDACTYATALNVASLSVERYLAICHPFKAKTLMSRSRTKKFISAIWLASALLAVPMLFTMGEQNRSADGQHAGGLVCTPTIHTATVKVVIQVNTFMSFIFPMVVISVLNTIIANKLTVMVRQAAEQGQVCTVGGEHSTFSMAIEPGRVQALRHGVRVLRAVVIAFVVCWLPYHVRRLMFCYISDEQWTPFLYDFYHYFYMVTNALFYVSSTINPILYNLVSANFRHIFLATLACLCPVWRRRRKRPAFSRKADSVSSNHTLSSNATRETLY
Rac1 GTP hydrolysis: MgcRacGAP GTPase-activating activity inhibitors, confirmation, biochemical, ADP Hunter fluorescence. Rac GTPase-activating protein 1 (Homo sapiens). MgcRacGAP-stimulated Rac1 GTP hydrolysis, ADP Hunter fluorescence; higher % means a stronger effect; GST-tagged Rac1 F28L mutant substrate. inhibition, % at 30 µM, or IC50 in µM where a hit was titrated. actives 0.6% (n = 340,000);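 active = first-screen hits whose inhibition reached a set limit at any dose in the follow-up dose series; inconclusive = inhibition above the set first-screen limit but never retested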;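 also: fluorescence reports GDP produced by GAP-driven GTP hydrolysis; strong numbers were not always called active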
Dengue-2 NS5 capping: Dengue-2 NS5 methyltransferase inhibitors, primary screen, biochemical, confirmation dose response (AID 588689); Genome polyprotein (Dengue virus type 2 (strain 16681-PDK53)); Dengue-2 NS5 methyltransferase capping enzyme assay, biochemical; higher % means a stronger effect; actives 0.3% (n = 340,000); inhibition, % at 25 µM; hits with a dose series show IC50 in µM; in the data active = a potency from the dose series; inconclusive = inhibition above about 29% without an active follow-up result
GPR35 antagonists: GPR35 antagonists blocking zaprinast-driven arrestin recruitment, primary screen, imaging, U2OS, beta-arrestin-GFP, zaprinast agonist (AID 2058); actives 0.052% (n = 290,000); one-dose inhibition, % at 10 µM; IC50 in µM for titrated hits; U2OS GPR35 beta-arrestin-GFP translocation imaging, zaprinast antagonism; higher % means a stronger effect; G-protein coupled receptor 35 (Homo sapiens);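 active = inhibition of at least 50% with at least 30 cells and total cytoplasm GFP at most 10,000,000; inconclusive = under 30 cells or total GFP of 10,000,000 plus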
NTR1 ag cell count 20 µM: also measured in NTR1 ag; calls as there; cell count; measured here: cell count, cytotoxicity flag
Dengue-2 NS5 capping pilot replicate: also measured in Dengue-2 NS5 capping; calls as there; inhibition, %; measured here: pilot screen replicate inhibition
* = called active by the depositor; i = inactive; ? = inconclusive; nt = not tested or not shown.

SMILES	Yfh1-off respiration	GPR55 activation	AID2073	GPR55 antagonists	SV40 large T antigen	NTR1 ag	NTR1 ag cell count 20 µM	Rac1 GTP hydrolysis	Dengue-2 NS5 capping	GPR35 antagonists	others
CC(C)c1ccc(OCC(=O)Nc2ccc(S(=O)(=O)Nc3ccccn3)cc2)cc1	nt	-0.2%	-8%	2%	10%	2.7	43	7%	-2%	9%
O=C1c2ccccc2C(=O)c2c1cccc2-n1nnc2ccccc21	i	0.0%	-20%	5%	14%	0.7	42	10%	4%	-6%
CCN(CC)CC#CCC(O)(c1ccccc1)C1CCCC1 (stereo not drawn)	i	0.0%	-2%	9%	10%	-0.3	58	-3%	-1%	8%
CCn1nc(C)c(CNC(=O)CC2C(=O)NCCN2CC(C)C)c1C (stereo not drawn)	i	-0.3%	3%	5%	7%	2.8	60	9%	0%	32%
CCOC(=O)N1CCN(S(=O)(=O)c2c(C)nc3scc(C)n3c2=O)CC1	nt	0.2%	12%	-8%	-15%	3.9	38	9%	0%	3%
C=CCOC(=O)C1=C[C@H](c2ccc(C(F)(F)F)cc2)[C@@H](CCCO)[C@H](OCC)O1	i	0.1%	-7%	-4%	4%	12	71	4%	-3%	-16%
O=C(COC(=O)C1CC(=O)N(c2nc(-c3ccccc3)cs2)C1)c1ccccc1 (stereo not drawn)	i	-0.1%	15%	3%	4%	2.5	76	7%	-3%	-10%
CCn1cc(/C=C(/C#N)S(=O)(=O)c2ccccc2)cn1	i	0.0%	0%	-18%	1%	-0.4	89	-2%	-6%	9%
COc1cccc(NC(=O)c2ccc3c(c2)OCCO3)c1	nt	0.2%	5%	-14%	nt	-1.2	55	14%	-10%	7%
COc1ccc(-c2csc(N(CC3CCCO3)C(=O)c3ccco3)n2)cc1 (stereo not drawn)	i	-0.1%	1%	-10%	6%	4.0	75	4%	-4%	-4%
Cc1ccc([N+](=O)[O-])cc1N=Cc1ccc(Br)s1	i	0.0%	0%	-7%	-6%	0.7	70	12%	-1%	-2%
CC(C)CC(=O)c1c[nH]c(C(=O)NCCCn2ccnc2)c1	i	1.2%	-4%	-1%	2%	1.9	82	5%	0%	-15%
Cc1cc(C)c2c(N)c(C(=O)Nc3ccccc3Br)sc2n1	nt	-0.1%	17%	-1%	-4%	5.7	67	8%	-6%	-1%
CC1CC(C)CN(C(=O)CCNC(=O)c2ccccc2Cl)C1 (stereo not drawn)	nt	0.0%	3%	2%	8%	-0.2	70	3%	-3%	3%
CC(=O)c1sc(N/N=C2\CC3CC2C(C)C3(C)C)nc1C (stereo not drawn)	i	0.7%	0%	6%	28%	0.9	46	8%	-12%	-5%
CC(C)CCn1c(SCC(=O)NC2CC2)nc2cc(Cl)ccc2c1=O	nt	nt	nt	nt	7%	2.5	77	2%	2%	nt
COc1ccc(OC)c(N(CC(=O)NC2CC2)S(=O)(=O)c2ccc(C)cc2)c1	i	0.4%	0%	-1%	4%	1.0	64	5%	-8%	13%
CCN(C(=O)c1cc(S(=O)(=O)N2CCc3ccccc32)cn1C)c1ccccc1	nt	-0.1%	-2%	-26%	15%	4.5	60	15%	0%	-11%
CC(C)N(C)CCOC(=O)/C=C/c1ccccc1	i	-0.1%	3%	8%	5%	nt	nt	-3%	-9%	10%
CC1(C(=O)OCC(=O)NC(=O)NCc2ccccc2)CC1(Cl)Cl (stereo not drawn)	i	0.2%	-8%	-2%	5%	0.2	47	8%	-10%	-14%
COc1ccc(C(=O)NCC(=O)N/N=C(C)\C=C\c2ccccc2)cc1OC	i	0.0%	-8%	-9%	6%	-0.3	30	2%	-2%	12%
COc1ccc(N2CCN(C(=O)c3cccs3)CC2)cc1	nt	-0.1%	3%	-3%	14%	1.3	57	26%	-1%	12%
Nn1cc(-c2ccccc2)nc1SCC(=O)NCC1CCCO1 (stereo not drawn)	i	-0.2%	8%	10%	13%	-1.8	44	-3%	-1%	-13%
C=CCOc1c(Br)cc(CNc2ccc(NC(=O)C(C)C)cc2)cc1OCC	i	0.3%	-6%	-12%	?	5.6	54	20%	-4%	-5%
C/C(=N\Nc1cccc(Cl)c1)C1(C)N(O)C(C)(C)C(c2ccco2)=[N+]1[O-] (stereo not drawn)	i	0.3%	-6%	10%	13%	-0.3	50	5%	-4%	-11%
Cc1ccc2c(c1)C(c1ccc(F)cc1)N(C(=O)c1cc3ccccc3oc1=O)CC(=O)N2 (stereo not drawn)	nt	-0.3%	3%	19%	1%	1.2	85	9%	6%	8%
COc1cc(CO)ccc1OCC(=O)Nc1ccc(Br)cc1	i	0.2%	2%	-15%	5%	5.4	31	8%	-8%	1%
CC1CN(C(C)C(=O)NC(c2ccccc2)c2ccccc2)CC(C)O1 (stereo not drawn)	nt	-0.2%	17%	7%	4%	-0.7	40	7%	-11%	1%
CC1CCN(C(=O)COc2ccc(Nc3ccccc3)cc2)CC1	i	0.6%	-4%	3%	22%	1.6	57	48%	4%	-12%
Cc1ccc2c(c1)COc1c3ccc(C(=O)NCCO)cc3nn1-2	i	-0.2%	16%	-19%	17%	-1.7	96	12%	-13%	-7%
CCCc1nc2ccccc2n1CC(O)COc1ccc(NC(C)=O)cc1 (stereo not drawn)	i	0.2%	-5%	8%	3%	-0.7	96	15%	-13%	-6%
CC(=O)NC1=NN(C(C)=O)C2(S1)C(=O)N(CC(C)C)c1ccc(C)cc12 (stereo not drawn)	i	-0.3%	7%	-2%	10%	-0.1	61	0%	-1%	-15%
Cc1cccc(CCNS(=O)(=O)c2ccc(S(=O)(=O)N3CCC(C)CC3)cc2)c1	i	nt	nt	nt	nt	8.3	61	-3%	-10%	nt
COc1ccc(CC2(C)OC(c3ccc(Cl)cc3)=NN2C(C)=O)cc1 (stereo not drawn)	i	-0.4%	8%	-10%	5%	8.8	53	3%	-8%	?
CCCC(=O)Nc1c(C(=O)OCC)[nH]c2ccccc12	i	-0.2%	5%	-2%	5%	-0.4	54	5%	2%	12%
O=C(CNC(=O)c1ccco1)N/N=C/c1ccccc1[N+](=O)[O-]	i	0.1%	-4%	3%	6%	-2.0	90	17%	-4%	-12%
CC(C)C(=O)Nc1nc(-c2ccccc2)ns1	i	-0.3%	6%	-9%	28%	0.7	89	6%	-4%	-10%
CCCN(CCC)CC(C)(C)NS(=O)(=O)c1ccc(Cl)cc1	i	-0.2%	-5%	-6%	8%	1.5	59	?	-5%	-9%
CCOC(=O)[C@H]1[C@H]2COc3ccccc3[C@@H]2N2C(=O)c3cc(OC)ccc3NC(=O)[C@@]12C	nt	nt	nt	nt	-4%	-3.4	96	6%	-10%	nt
O=C(NCc1cccs1)Nc1cccc(Cl)c1	i	nt	nt	nt	nt	-1.4	56	-3%	1%	nt
O=C(CSC(=S)N1CCOCC1)Nc1ccc(S(=O)(=O)Nc2ncccn2)cc1	nt	-0.1%	0%	4%	-5%	0.9	56	5%	4%	1%
COc1ccc(N=C2SC(CC(=O)Nc3cccc(Cl)c3)C(=O)N2Cc2ccco2)cc1 (stereo not drawn)	i	1.0%	39%	10%	10%	9.2	65	9%	-1%	-12%
CC(NC(=O)CN(C)Cc1cccc(F)c1)c1ccccc1 (stereo not drawn)	nt	0.0%	3%	5%	7%	-0.8	43	5%	-7%	-2%
CN1CCN(c2ccc(-c3ccnn3C(=O)Nc3cccc(C(F)(F)F)c3)cc2)CC1	i	0.2%	-4%	3%	6%	0.5	78	6%	0%	16%
CCCNC(=O)c1ccc(CNc2c(N3CCC(C(=O)OCC)CC3)c(=O)c2=O)cc1	i	-0.1%	2%	5%	47%	-1.2	57	5%	-1%	0%
Cc1ccc(Sc2ncnc(N)c2[N+](=O)[O-])cc1	i	0.1%	-2%	6%	2%	0.5	55	6%	1%	-8%
COc1ccc(CNc2nc3ccccc3n2CCN2CCCCC2)c(OC)c1	i	0.4%	-6%	-10%	0%	1.6	80	7%	-5%	-2%	Dengue-2 NS5 capping pilot replicate=1.5
CCCC(c1c(C)n(C)n(-c2ccccc2)c1=O)c1c(C)n(C)n(-c2ccccc2)c1=O	i	-0.3%	18%	0%	2%	0.0	75	7%	3%	8%
CCCN(Cc1cc2cc(C)ccc2[nH]c1=O)S(C)(=O)=O	i	-0.2%	-4%	-10%	4%	-1.5	98	8%	-8%	18%
COc1cc(C)c(C(=O)Oc2cc(C)c(C(=O)O)c(O)c2C)c(OC)c1C	i	0.1%	14%	7%	13%	-0.1	93	6%	7%	-8%
CCN(CC)S(=O)(=O)c1cc(NC(=O)c2ccc(-n3cncn3)c([N+](=O)[O-])c2)ccc1C	nt	-0.1%	3%	15%	8%	0.6	57	7%	3%	-8%
COc1ccc([N+](=O)[O-])cc1NC(=O)CCN1CCN(C)CC1	i	0.0%	-13%	4%	6%	0.9	56	5%	-8%	6%
Cc1cc[n+]2n1CC(O)C2 (stereo not drawn)	i	1.4%	11%	-8%	4%	0.0	57	nt	nt	-3%
Cc1c(C)c2ccc(OCC(=O)N[C@@H](Cc3c[nH]c4ccccc34)C(=O)O)cc2oc1=O	nt	0.2%	19%	2%	4%	-1.3	98	-1%	-3%	0%
C=CCOc1cccc(C2C(C(=O)c3ccco3)=C(O)C(=O)N2Cc2ccncc2)c1 (stereo not drawn)	i	-0.1%	10%	9%	15%	1.3	62	-2%	0%	-5%
Nc1c(C(=O)NCc2ccccc2)nnn1Cc1cccc(Cl)c1	i	-0.1%	-3%	2%	-1%	-0.8	47	5%	-2%	-3%
Cc1ccc(NC(=O)CC2=NC(=O)C(CC(=O)Nc3ccccc3F)S2)cc1 (stereo not drawn)	i	-0.1%	0%	11%	7%	0.5	62	9%	5%	-18%
